N370S GC: N370S glucocerebrosidase modulation, Gaucher chaperone candidate. P04062. N370S GC spleen homogenate, 4MU-glucoside fluorescence. Potency, µM (top dose mostly 59.4 µM), inactives show top-dose activity change, negative = inhibition, most hits filed as inhibitors. 330,000 compounds, 0.092% hits;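 further: 0% = full enzyme activity and -100% = no enzyme basal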
TDP1 block: TDP1 (human) enzyme inhibition. Q9NUW8. recombinant TDP1, AlphaScreen DNA substrate cleavage. Potency, µM (doses to about 130 µM), inactives show at the top dose activity change, negative = inhibition, most hits filed as inhibitors. 350,000 compounds, 0.28% hits. AID 485290; further: nearly all actives have a fitted effect of over 40% in size
Target sequence (Q9NUW8 whole entry, looked up): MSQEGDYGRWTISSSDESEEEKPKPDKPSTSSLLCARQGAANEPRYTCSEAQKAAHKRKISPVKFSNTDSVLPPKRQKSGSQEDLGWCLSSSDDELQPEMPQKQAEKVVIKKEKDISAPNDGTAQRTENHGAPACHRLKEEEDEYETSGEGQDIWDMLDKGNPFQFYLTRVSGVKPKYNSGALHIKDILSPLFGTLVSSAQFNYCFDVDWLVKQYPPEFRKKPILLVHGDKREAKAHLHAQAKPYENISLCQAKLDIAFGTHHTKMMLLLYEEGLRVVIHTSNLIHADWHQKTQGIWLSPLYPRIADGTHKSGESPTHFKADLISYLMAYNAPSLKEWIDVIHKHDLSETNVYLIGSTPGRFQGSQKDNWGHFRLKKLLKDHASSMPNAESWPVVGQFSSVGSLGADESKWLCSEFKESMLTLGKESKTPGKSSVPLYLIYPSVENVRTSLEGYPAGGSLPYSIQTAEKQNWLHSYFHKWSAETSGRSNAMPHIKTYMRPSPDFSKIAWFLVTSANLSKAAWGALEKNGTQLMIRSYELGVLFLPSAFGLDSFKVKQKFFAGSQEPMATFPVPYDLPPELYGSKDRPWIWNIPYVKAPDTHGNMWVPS
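Recombinant E. coli-expressed Tdp1 (1 nM) preincubated with compound 15 min at RT, then 5'-biotin/3'-phosphotyrosine-FITC DNA substrate (15 nM) added for 5 min. AlphaScreen beads (10 ug/ml) added, 10 min RT; tyrosine-FITC cleavage read as signal loss.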
DT40 TDP1 no CPT: qHTS for Inhibitors of human tyrosyl-DNA phosphodiesterase 1 (TDP1): qHTS in cells in absence of CPT; DT40 Tdp1-/- hTDP1 cells, no CPT, ATP luminescence, 48 h; Potency, µM (series often up to 46.2 µM), for inactives: at the top dose activity change, negative = growth inhibition, hits mostly inhibitors; 420,000 compounds, 15% hits; AID 686978, 2013; further: nearly all actives have a fitted effect of over 55% in size
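Stably hTDP1-transfected Tdp1-null chicken DT40 cells were treated with library compounds minus camptothecin and grown for at least 48 hr at 37 °C, after which cellular ATP was quantified by luminescence.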
* = called active by the depositor; ? = inconclusive; nt = no result given; & = joins results of further samples; [ ] = dose if it differs, or a comment. The call rests on the fitted dose curve; in most records, active means well fitted curve in the direction sought with a large enough effect; inconclusive means small, poorly fitted or top-dose-only effect, or another doubt; inactive means no such curve, though single readings can be large; an effect the other way counts as inactive or inconclusive. Unless noted, on the % scale 0 is the no-effect control and ±100 the full control effect; potency means the concentration at half of the fitted maximal effect. An excerpt; rates above refer to the full screens.

canonical_smiles | DT40 TDP1 no CPT | N370S GC | TDP1 block
Cc1nc2cc(NCc3cc([N+](=O)[O-])ccc3O)ccc2n1Cc1ccccc1 | ? | 9% | 7%
COc1ccc(NC(=O)c2ccccc2N(Cc2ccccc2)S(C)(=O)=O)c(OC)c1 | ? | -9% | nt
Cn1nc(C(=O)OCc2ccc(Br)cc2F)c2ccccc2c1=O | -29% | 18% | -6%
c1ccc(Cc2cc(-c3ccccc3)on2)cc1 | -9% | 16% | nt
O=c1cc(-c2ccccc2O)oc2cc(O)ccc12 | -20% | 3% | -10%[56.1 µM]
C/C(=N\NC(=O)CNc1cccc2ccccc12)c1ccc(Br)s1 | 8.2µM* | 3% | 6%
COc1ccc(NC(=O)CSc2nc3c(c(=O)n2C)SCC3)cc1OC | -10% | -20% | -3%
O=C(NCCCCc1ccccc1)C1CC(c2ccc([N+](=O)[O-])cc2)=NO1 (stereo not given) | ? | 5% | 4%
Cc1ccc(OCC(=O)Nc2ccc3c4c(cccc24)CC3)c(C)c1 | ? | 4% | -4%
Cc1ccnc2ccc(P(=O)(c3ccccc3)c3ccccc3)cc12 | nt | 17% | 0%
Cc1cccc2nc(-c3cccc(NC(=O)c4ccc(Cl)cc4)c3)cn12 | ? | 8% | 7%
CC(C)N1CCCC(CNC(=O)CCc2nnc(CCCCc3ccccc3)o2)C1 (stereo not given) | ? | 8% | 5%
CC(CNC(=O)c1ccc2c(c1)nc1n2CCOC1)c1ccccc1 (stereo not given) | -18% | nt | 5%
CCOC(CCn1c(SCC(=O)NC2CCCC2)nc2ccccc2c1=O)OCC | ? | 2% | 4%
O=C(NC1CCCC1)c1ccc2c(=O)n(Cc3ccccc3)c(SCc3ccccc3F)nc2c1 | ? | nt | 3%
COc1ccc2cc3cc(C(=O)N4CCN(c5cccc(C(F)(F)F)c5)CC4)sc3nc2c1 | ? | nt | 0%
S=c1nccc(-c2ccc3c(c2)CCO3)[nH]1 | ? | 10% | nt
COc1ccc(C2=CC3=C(Br)C(=O)C(C)(O)C(=O)C3=CO2)cc1 (stereo not given) | -29% | 12%&3% | -3%
O=C(CCl)Nc1cc2[nH]c(=O)[nH]c2cc1Br | 1.8µM* | -2% | -2%
CC(Sc1nnc(COc2ccc(Cl)cc2)n1Cc1ccco1)C(=O)N1CCNC1=O (stereo not given) | ? | nt | 3%
COc1nccnc1NS(=O)(=O)c1ccc(NC(=O)c2ccccc2Br)cc1 | 2% | -19% | nt
CCOc1cccc2cc(C(=O)NCc3ccc(C)cc3)c(=N)oc12 | 4.1µM* | -1% | 4%
Cc1noc(C)c1-c1nc(NCc2ccccc2)c2ccccc2n1 | ? | ? | nt
O=C(Nc1nc2ccccc2n1Cc1ccc(Cl)cc1)c1ccco1 | -27% | 14% | 4%
O=C(CSc1nc2ccccc2c(=O)n1-c1ccccc1F)NC1CCS(=O)(=O)C1 (stereo not given) | 2% | nt | 0%
Cc1ccc(NC(=O)c2ccco2)cc1C | ? | 10% | 4%
COCc1cc(C)nc(OCC(=O)N/N=C/c2ccccc2)c1C#N | 7% | -11% | -5%
Cc1cc(-c2cccnc2)c(C#N)c(SCC#N)n1 | 2% | 2% | 0%
CCOC(=O)c1ccc(NC(=O)Cn2cc3c(n2)CCC(C)C3)cc1 (stereo not given) | -9% | 17% | 2%
COc1ccc(CC(=O)NCCN2CCOCC2)cc1 | 8% | -2% | nt

Given with two lines to a compound: entries from further up.
Results follow in this order: DT40 TDP1 no CPT, N370S GC, TDP1 block
Cc1ccc(OCC(=O)Nc2ccc3c4c(cccc24)CC3)c(C)c1
→ ?, 4%, -4%
COc1ccc(C2=CC3=C(Br)C(=O)C(C)(O)C(=O)C3=CO2)cc1 (stereo not given)
→ -29%, 12%&3%, -3%
CCOC(=O)c1ccc(NC(=O)Cn2cc3c(n2)CCC(C)C3)cc1 (stereo not given)
→ -9%, 17%, 2%

Later entries
canonical_smiles | DT40 TDP1 no CPT | N370S GC | TDP1 block
CCOC(=O)N1CCN(C(=O)C2CCN(S(=O)(=O)c3cc(C)ccc3OC)CC2)CC1 | -11% | -11% | 5%
CCN(CC)S(=O)(=O)c1ccc2[nH]c(=O)cc(C(=O)NCC3CCCO3)c2c1 (stereo not given) | 7% | -10% | -6%[0.505 µM]
COc1ccc(-c2nnc(SCc3nc4ccccc4s3)n2C(C)C)cc1 | 21µM* | 9% | -1%
OC(CN1CCN(c2ccc(F)cc2)CC1)c1ccc(Cl)cc1 (stereo not given) | ? | 0% | nt
CCN(CC)CCCNc1nc(C)cc(COC)c1C#N | 4% | 3% | 0%
Cc1cc(C(C)(C)C)c(OC(=O)[C@@H]2OC(c3ccccc3)=C[C@H]2c2ccccc2)c(C(C)(C)C)c1 | ? | nt | 1%
N#Cc1ccccc1OCC(=O)NC(=O)NCc1ccccc1 | 10% | 3% | 0%
COc1ccc(CN(C)C(=O)c2cc(S(=O)(=O)N3CCCCCC3)ccc2OC)cc1OC | ? | 0% | 2%
CCOCCCNC(=O)CCc1nnc2n(CCC(C)C)c(=O)c3ccccc3n12 | ? | -4% | nt
COc1ccc2nc(SCC(=O)NC3CC3)c(C#N)cc2c1 | 14% | -6% | nt
CCCCCCCC/C=C\CCCCCCCCOC[C@H](COP(=O)([O-])OCC[N+](C)(C)C)OC(C)=O | 2%[4.12 µM] | 9%&7% | 4%&2%
O=C(CN1CCN(Cc2ccccc2)CC1)N1CCCCCC1 | -1% | 2% | 4%
O=C(CN(C(=O)c1ccco1)c1cccc(F)c1)NCc1ccc(F)cc1 | -15% | 3% | 4%
COc1ccc(-c2cccc(C3C4C=CCCC4(C)C(=O)N3Cc3ccccc3)c2)cc1 (stereo not given) | nt | 4% | 10%
CC(C)CC(=O)Nc1ccc(C(=O)CN2C(=O)NC3(CCOc4ccccc43)C2=O)cc1 (stereo not given) | -95% | -14% | -5%
Oc1cccc(CN2CCCCC2)c1 | -19% | 8% | -3%
O=C(CN1CCN(C2CCCCC2)CC1)c1ccc2cc[nH]c2c1 | ? | 1% | 3%
Cc1cccc(NC(=O)CCn2c(=O)oc3ccccc32)c1 | 6% | 2% | 4%
CCN(CC)S(=O)(=O)c1ccc(/C=C/C(=O)OCC(=O)N(C(C)C)C(C)C)cc1 | -1% | -8% | 5%
CN1CCN(c2ccccc2NC(=O)c2ccc(-c3cccc([N+](=O)[O-])c3)o2)CC1 | 15µM* | 9% | 3%
COc1ccc(Cn2c(C(=O)O)c(CNCCc3cc(OC)ccc3OC)c3ccc(C)cc32)cc1 | 16µM* | nt | 11%
Cn1c(=O)c2c(O)c([N+](=O)[O-])c(=O)n(C)c2n(C)c1=O | -8% | 5% | nt
Cc1ccc(-c2noc(-c3ccc(NCc4ccco4)c([N+](=O)[O-])c3)n2)cc1 | -5% | nt | 9%
CC(C)NC(=O)N(C)C[C@H]1Oc2c(NC(=O)Cc3ccccc3)cccc2C(=O)N([C@H](C)CO)C[C@@H]1C | -7% | nt | 1%
Cc1ccc(/C=C(\NC(=O)c2ccccc2)C(=O)N2CCCC2C(=O)O)cc1 (stereo not given) | 16% | -6% | 0%
O=C1C2CCCCN2C(=O)N1CCCN1CCN(c2ccc(F)cc2)CC1 (stereo not given) | -31% | -18% | nt
COc1ccc(-c2nc(C(=O)Nc3cccc(C(C)=O)c3)nn2-c2ccc(Cl)cc2)cc1 | ? | nt | 6%
CCC(=O)NCCc1nc2cc(NC(=O)c3cccc([N+](=O)[O-])c3)ccc2n1C | -4% | 0% | nt
O=C(NCC1CCCO1)c1cccnc1Nc1ccccc1F (stereo not given) | -16% | 6% | 2%
CC(C)NC(=O)NC(=O)COC(=O)c1ccc(F)cc1F | -14% | 25% | 1%

Rewritten with values under each structure: 18 of the compounds above
Values run as follows: DT40 TDP1 no CPT | N370S GC | TDP1 block
COc1ccc(CN(C)C(=O)c2cc(S(=O)(=O)N3CCCCCC3)ccc2OC)cc1OC
  ? | 0% | 2%
CCOCCCNC(=O)CCc1nnc2n(CCC(C)C)c(=O)c3ccccc3n12
  ? | -4% | nt
COc1ccc2nc(SCC(=O)NC3CC3)c(C#N)cc2c1
  14% | -6% | nt
CCCCCCCC/C=C\CCCCCCCCOC[C@H](COP(=O)([O-])OCC[N+](C)(C)C)OC(C)=O
  2%[4.12 µM] | 9%&7% | 4%&2%
O=C(CN1CCN(Cc2ccccc2)CC1)N1CCCCCC1
  -1% | 2% | 4%
O=C(CN(C(=O)c1ccco1)c1cccc(F)c1)NCc1ccc(F)cc1
  -15% | 3% | 4%
COc1ccc(-c2cccc(C3C4C=CCCC4(C)C(=O)N3Cc3ccccc3)c2)cc1 (stereo not given)
  nt | 4% | 10%
CC(C)CC(=O)Nc1ccc(C(=O)CN2C(=O)NC3(CCOc4ccccc43)C2=O)cc1 (stereo not given)
  -95% | -14% | -5%
Oc1cccc(CN2CCCCC2)c1
  -19% | 8% | -3%
O=C(CN1CCN(C2CCCCC2)CC1)c1ccc2cc[nH]c2c1
  ? | 1% | 3%
Cc1cccc(NC(=O)CCn2c(=O)oc3ccccc32)c1
  6% | 2% | 4%
CCN(CC)S(=O)(=O)c1ccc(/C=C/C(=O)OCC(=O)N(C(C)C)C(C)C)cc1
  -1% | -8% | 5%
CN1CCN(c2ccccc2NC(=O)c2ccc(-c3cccc([N+](=O)[O-])c3)o2)CC1
  15µM* | 9% | 3%
COc1ccc(Cn2c(C(=O)O)c(CNCCc3cc(OC)ccc3OC)c3ccc(C)cc32)cc1
  16µM* | nt | 11%
Cn1c(=O)c2c(O)c([N+](=O)[O-])c(=O)n(C)c2n(C)c1=O
  -8% | 5% | nt
Cc1ccc(-c2noc(-c3ccc(NCc4ccco4)c([N+](=O)[O-])c3)n2)cc1
  -5% | nt | 9%
CC(C)NC(=O)N(C)C[C@H]1Oc2c(NC(=O)Cc3ccccc3)cccc2C(=O)N([C@H](C)CO)C[C@@H]1C
  -7% | nt | 1%
Cc1ccc(/C=C(\NC(=O)c2ccccc2)C(=O)N2CCCC2C(=O)O)cc1 (stereo not given)
  16% | -6% | 0%

(cont.)
canonical_smiles | DT40 TDP1 no CPT | N370S GC | TDP1 block
CC(Sc1cccc[n+]1[O-])C(=O)Nc1ccc(Oc2ccccc2)cc1 (stereo not given) | ? | -3% | 0%
S=c1[nH]cnc2scc(-c3ccc(Br)cc3)c12 | 5.8µM* | -5% | 3%
Cc1nnc(NC(=O)c2ccc(S(=O)(=O)N(C)c3ccccc3)cc2)s1 | -24% | nt | 0%
O=C(c1ccco1)N1CCN(CCCCOc2cccc3ccccc23)CC1 | ? | -15% | 8%
COc1c(F)c(F)c(C(=O)O)c(Nc2ccc(C)cc2C)c1F | -23% | -4% | 1%
CCCc1nc(NC(=O)c2ccccc2)nc(NC(=O)c2ccccc2)n1 | 1% | -20% | -3%
CCCCNS(=O)(=O)c1ccc2nc(-c3cccnc3)cc(C(=O)NC(C)C)c2c1 | ? | -7% | 4%&-3%
CCCCNCCCCOc1ccccc1 | -17% | -15% | 2%
O=C(Cc1ccc(Cl)cc1)Nc1ccc2oc(-c3ccccc3F)nc2c1 | ? | nt | -8%[12.3 µM]
COc1ccc(C2C3=C(CC(C)(C)CC3=O)N(CC(=O)O)C3=C2C(=O)CC(C)(C)C3)cc1OC | 2% | 0% | nt
CCC(=O)N1CCc2cc(S(=O)(=O)NC(Cc3ccccc3)C(=O)NC3CCCCC3)ccc21 (stereo not given) | -11% | -9% | -3%
Cc1nc(-c2ccccc2)sc1C1(C)CC(c2ccc([N+](=O)[O-])cc2)=NO1 (stereo not given) | ? | 21% | 6%
O=C(NCc1cccnc1)c1ccc(-c2ccccc2[N+](=O)[O-])o1 | ? | 28% | 0%
CCc1cccc(NC(=O)CCc2nc3cccnc3n2-c2ccccc2)c1 | ? | nt | 1%
Cc1[nH]c(=O)[nH]c(=O)c1NS(=O)(=O)c1ccccc1 | 5% | -17% | -3%
C=CCOc1cccc(CNn2cn[nH]c2=S)c1 | -19% | 6% | 2%
Cc1nc(SCC(=O)Nc2nc3ccccc3s2)c(C#N)c(C)c1C | ? | 2% | -2%
Cc1ccc(S(=O)(=O)N2CCN(CC(=O)N3CCCC3)CC2)c(C)c1 | -6% | nt | 1%
C=CC[C@@H](CC(=O)NCCO)C(=O)N[C@H](C)COC(=O)[C@@H](CC=C)Cc1ccc(F)cc1 | 6% | nt | 1%
O=C(CSc1nnc(-c2ccco2)o1)c1ccccc1 | -21% | -3% | 8%
COc1ccc(OC)c(CCNC(=O)c2cc3c(s2)-c2c(C)cccc2OC3)c1 | 7.3µM* | nt | -9%
COC(=O)C1=C(C)N(Cc2cccnc2)C(=O)/C1=C\c1sccc1C | -22% | -4% | 8%
CC1(C)Cc2ccccc2C(=NCCCCCC(=O)O)N1 | nt | 4% | 3%
